Tn6 DDE FP: inhibitors of Tn6 peptide binding to fibrin DD(E), primary screen, biochemical, fluorescence polarization, human fibrin, Tn6 probe. actives 0.21% (n = 370,000). inhibition, % at 8.3 µM. Fibrin DD(E) TRITC-Tn6 fluorescence polarization displacement;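 active means inhibition above a per-campaign cutoff: mean of compounds within control limits plus 3 SD, cut at about 15% in these data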;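 further: 0% = median of all compound wells on the plate and 100% = blocking peptide control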
Target sequence (P02675 whole entry, looked up): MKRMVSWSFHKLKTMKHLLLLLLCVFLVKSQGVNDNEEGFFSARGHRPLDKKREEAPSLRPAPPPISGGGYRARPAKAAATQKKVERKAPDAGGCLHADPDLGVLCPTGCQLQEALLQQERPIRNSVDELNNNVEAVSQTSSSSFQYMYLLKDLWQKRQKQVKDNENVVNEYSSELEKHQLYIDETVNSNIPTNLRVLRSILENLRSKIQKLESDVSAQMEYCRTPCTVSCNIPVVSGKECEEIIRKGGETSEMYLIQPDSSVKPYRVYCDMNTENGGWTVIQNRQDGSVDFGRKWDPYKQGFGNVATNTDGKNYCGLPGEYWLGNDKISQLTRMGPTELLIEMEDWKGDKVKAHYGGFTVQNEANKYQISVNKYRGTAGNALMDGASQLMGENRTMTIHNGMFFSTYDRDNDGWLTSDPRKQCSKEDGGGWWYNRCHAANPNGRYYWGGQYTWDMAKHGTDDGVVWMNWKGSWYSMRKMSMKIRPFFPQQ
ADAM10 inh: human ADAM10 inhibitors, primary screen, biochemical, QFRET, HTS; Disintegrin and metalloproteinase domain-containing protein 10 (Homo sapiens), O14672; recombinant ADAM10, EDANS/DABCYL FRET peptide cleavage, 3 h; inhibition, % at 7 µM; actives 0.62% (n = 370,000); AID 720582, 2013;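 active means inhibition above a per-campaign cutoff equal to the mean of compounds falling between control-based bounds plus 3 SD, cut at about 20% in these data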;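 further: 0% = DMSO wells while the 100% control is not disclosed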
Target sequence (O14672 214-748 limits assumed): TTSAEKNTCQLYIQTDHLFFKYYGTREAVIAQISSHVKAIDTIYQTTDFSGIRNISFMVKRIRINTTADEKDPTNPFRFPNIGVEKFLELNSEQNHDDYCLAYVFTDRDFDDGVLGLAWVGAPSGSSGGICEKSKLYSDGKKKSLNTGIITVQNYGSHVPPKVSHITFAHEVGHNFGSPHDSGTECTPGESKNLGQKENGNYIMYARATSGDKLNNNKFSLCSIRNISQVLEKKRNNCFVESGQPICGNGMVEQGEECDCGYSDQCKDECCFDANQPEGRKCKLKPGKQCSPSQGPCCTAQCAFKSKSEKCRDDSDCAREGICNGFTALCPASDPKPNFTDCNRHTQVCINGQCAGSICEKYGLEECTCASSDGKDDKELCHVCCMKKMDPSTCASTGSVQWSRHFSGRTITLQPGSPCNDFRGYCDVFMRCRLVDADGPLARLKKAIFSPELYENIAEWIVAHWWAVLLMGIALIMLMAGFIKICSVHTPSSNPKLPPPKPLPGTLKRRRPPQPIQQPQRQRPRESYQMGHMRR
TDP2 absorb: human TDP2 enzyme inhibitors, primary screen, biochemical, epi absorbance, recombinant enzyme. actives 0.34% (n = 370,000). inhibition, % at 12.8 µM. AID 720702, 2013. T5PNP hydrolysis, p-nitrophenol absorbance 415 nm;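 active means inhibition above the mean of all tested compounds plus 3 SD, set per campaign, cut at about 25% in these data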;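 further: 0% = DMSO with enzyme and 100% = buffer with substrate but no TDP2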
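Read-out basis: percent inhibition. System: recombinant human TDP2. Buffer or medium: Mg2+-containing Tris-HCl buffer, pH 7.5. Repeats: single replicate. Timing: reaction 2 h, 37 °C. Benchmarks: high control without enzyme, low control DMSO plus TDP2. Probe or stimulus: 5 mM T5PNP. Doses: 12.8 µM only. Measured by: epi absorbance of p-nitrophenol freed from T5PNP by hydrolysis.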
Tn7 DDE FP: inhibitors of Tn7 peptide binding to fibrin DD(E), primary screen, biochemical, fluorescence polarization, human fibrin, Tn7 probe; inhibition, % at 8.3 µM; AID 720508, 2013; actives 0.13% (n = 370,000); FP displacement of FITC-Tn7 peptide from fibrin DD(E); 0% = median of compound wells per plate;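 active means inhibition above the mean of compounds falling within the control limits plus 3 SD of them, cut at about 14% in these data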;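 further: 0% = plate median of compound wells and 100% = 10 µM Aha-Tn7 peptide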
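Test system: human clot-derived fibrin DD(E) complex / Quantity: 2 µM final DD(E) protein / Incubation: 10 min plus 3 h, room temperature / Measured by: fluorescence polarization / Benchmarks: high control of 10 µM Aha-Tn7 peptide / Replicates: singlicate testing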
proKLK7 act: proKLK7 zymogen activators, primary screen, biochemical, fluorescence intensity; Kallikrein-7 (Homo sapiens), P49862; purified proKLK7, EDANS-DABCYL substrate fluorescence; 100% is mature enzyme control, 0% vehicle; activation, % at 7 µM; actives 0.9% (n = 370,000); AID 652039, 2013;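 active means activation above the mean of all tested compounds plus 3 SD, computed per campaign excluding outliers beyond control limits, cut at about 13% in these data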
ADAM17 inh: ADAM17 inhibitors, primary screen, biochemical, QFRET; Disintegrin and metalloproteinase domain-containing protein 17 (Homo sapiens), P78536; recombinant ADAM17, EDANS/DABCYL FRET peptide cleavage; inhibition, % at 6.95 µM; actives 0.83% (n = 370,000);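 active means inhibition above the mean of compounds lying between control limits plus 3 SD, set per campaign, cut at about 8.5% in these data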;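 further: 0% = DMSO-only wells as the low control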
LEDGF integ inh: blockers of LEDGF/p75-dependent integrase strand transfer – biochemical, TR-FRET, high throughput, primary screen. actives 0.64% (n = 370,000). HIV-1 integrase (with human LEDGF/p75). TR-FRET IN-LEDGF/p75 DNA integration, Eu/Cy5. inhibition, % at 3.7 µM. AID 743269, 2014;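 active means inhibition above the screen-wide mean plus 3 SD, cut at about 13% in these data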;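 further: signal is the Cy5 over europium emission ratio at 671 and 618 nm; 0% = plate median of compound wells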
PLCg1 inh: PLC-gamma1 enzyme inhibitors, primary screen, biochemical, fluorescence, purified enzyme. AID 720700, 2013. 1-phosphatidylinositol 4,5-bisphosphate phosphodiesterase gamma-1 (Homo sapiens), P19174. inhibition, % at 12.2 µM. fluorogenic substrate. actives 0.84% (n = 370,000); in the data active means inhibition above about 9.5%
ARFGAP1 inhibitor: inhibitors of rat ARFGAP1 GAP activity, primary screen, biochemical, fluorescence polarization, GDP tracer. ADP-ribosylation factor GTPase-activating protein 1 (Rattus norvegicus), Q62848. Arfgap1-stimulated ARF1 GTP hydrolysis, GDP FP detection. inhibition, % at 16.5 µM. actives 0.26% (n = 360,000). AID 651572, 2012;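 active means inhibition above a per-plate limit, mean inhibition of low control wells plus 3 SD, cut at about 25% in these data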;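 further: 0% = DMSO wells with enzyme and 100% = wells lacking Arfgap1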
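Material – truncated rat Arfgap1 GAP domain · Buffer or medium – HEPES-based buffer, pH 7.5 · Reagent – human ARF1(Δ1-17)-GTP substrate · Dosing – 16.5 µM single point, 1.26% DMSO · Schedule – GTP hydrolysis reaction 2 h at 25 °C · Technique – GDP detection by fluorescence polarization · Benchmarks – No-Arfgap1 wells (100%) versus DMSO full-reaction wells (0%) · Repeats – single replicate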
ASAP1 inh: inhibitors of human ASAP1 ArfGAP activity, primary screen, biochemical, fluorescence polarization | ASAP1-stimulated ARF1 GTP hydrolysis, GDP FP detection | actives 0.19% (n = 360,000) | AID 624377, 2012 | inhibition, % at 16.5 µM | Arf-GAP with SH3 domain, ANK repeat and PH domain-containing protein 1 (Homo sapiens), …; in the data active means inhibition above about 25%;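 further: 0% = vehicle with enzyme and substrate and 100% = no enzyme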
Starred values were filed as active, the others as inactive; nt = not tested or not shown. Compounds were not picked by outcome. About 4.2% of those tested had a hit in this group.

Values run as follows: Tn6 DDE FP, ADAM10 inh, TDP2 absorb, Tn7 DDE FP, proKLK7 act, ADAM17 inh, LEDGF integ inh, PLCg1 inh, ARFGAP1 inhibitor, ASAP1 inh
- Cc1nc(Cl)c(S(N)(=O)=O)c(C)c1Cl
  -3, 4, -13, 0, -0.7, 2, 4, 0, -3, -2
- Cc1c(NC(=O)c2ccccc2NC(=O)COc2ccccc2)cccc1C(=O)O
  6, -14, -6, 7, 0.5, -3, -4, 1, 5, -3
- O=S(=O)(NCc1ccccn1)c1ccc2c(c1)OCCO2
  -2, 6, 2, -7, 1.1, -1, -1, 2, 2, 1
- COC(=O)c1ccc(NC(=O)CSC2=NC(=O)C(c3ccccc3)C(=O)N2)cc1 (stereo unspecified)
  -11, -9, 15, -4, 0.5, -5, 2, 2, 1, -6
- Cc1ccc2c(c1)c(C)c(C)n2CC(O)Cn1nnc2ccccc21 (stereo unspecified)
  -1, 6, 5, -1, 0.7, 4, -2, 1, -3, 11
- COc1cc2c(cc1NC(=O)/C=C/c1ccc([N+](=O)[O-])cc1)oc1ccccc12
  -7, -3, 3, 6, -0.8, -2, -4, 0, 3, -10
- COc1ccc(Cc2c(-c3cccc(Br)c3)nc3ccc(Br)cn23)c(C)c1
  2, -1, -7, 0, -0.4, -1, 2, -6, -5, 18
- COC(=O)c1ccc2c(c1)S(=O)(=O)NC(=NCCCN1CCOCC1)S2
  -1, -4, 0, 6, -0.6, -3, 1, 1, 9, 7
- CC(C)(C)NC(=O)NC(=O)CN1C(=O)NC(C)(c2ccccc2)C1=O (stereo unspecified)
  -2, 15, -2, 3, -0.5, -6, 1, -3, -15, 1
- COc1ccccc1C(=O)NC(=S)Nc1cc(C(=O)O)ccc1C
  0, 2, -3, 2, 0.0, -6, 3, -6, 5, -8
- O=C(O)C1C2C=CC(C2)C1C(=O)N1CCN(C/C=C/c2ccccc2)CC1 (stereo unspecified)
  1, -3, -5, -6, 0.4, 0, 1, 0, 8, -11
- O=C(Nc1cccc(S(=O)(=O)N2CCCCC2)c1)C1CCC1
  0, 2, 5, 2, 0.2, -2, 4, 5, -5, -12
- O=C(c1ccc2c(Cl)c3c(nc2c1)CCCC3)N1CCN(c2ccc(F)cc2)CC1
  -3, -4, -1, -4, 0.2, -1, -2, -5, -4, 2
- NC(=O)c1c(NC(=O)C(=O)NCCCN2CCOCC2)sc2c1CCCC2
  -1, -11, 11, 1, 0.7, -4, 0, -10, 13, -4
- O=c1[nH]cc(COCc2ccccc2)c(=O)[nH]1
  8, -10, 0, -5, -0.7, -6, -1, 3, -3, 1
- Cc1cc(NC(=O)CSc2nc3ccccc3n2CC(=O)N2CCC(C)CC2)no1
  -3, 1, -4, -3, -0.6, -1, 0, -2, -2, 19
- CCC(CC)COC(=O)C1=C(C)NC(=O)NC1c1ccc(OC)cc1 (stereo unspecified)
  -6, 6, -14, -3, 0.5, 1, 4, 4, -2, 12
- C[C@H](CO)N1C[C@H](C)[C@@H](CN(C)C(=O)CC2CC2)Oc2cc(Br)ccc2S1(=O)=O
  -2, 7, -18, 1, 0.1, 3, 4, 6, 15, -11
- CCN1CCN(C(=S)c2ccc(-c3ccccc3)cc2)CC1
  2, -4, -8, -3, -0.3, 0, -2, 0, 1, 2
- CS(=O)(=O)c1ccc2nc(NC(=O)c3cccc(Cl)c3)sc2c1
  4, 4, 14, 6, -0.1, -7, -2, 0, -6, 2
- COc1ccc(N2CCN(C(=O)c3cc4c(s3)-c3ccccc3OC4)CC2)cc1
  11, -310, -5, 2, 4.4, -86, -5, -68, -8, 0
- Fc1ccccc1COc1cccc2cccnc12
  1, -9, -12, 11, 1.4, -5, -3, -23, -11, -9
- CCCCn1c(N)c(N(CC(C)C)C(=O)c2cc(-c3ccco3)nc3ccccc23)c(=O)[nH]c1=O
  7, -102, -10, 7, 5.0, -32, 2, -75, -3, -6
- C=CCCOc1ccccc1C(N)=O
  0, -3, 9, 4, -0.2, -2, 0, 0, -2, -5
- O=C(c1ccc(Cl)cc1)N1CCC(c2nc(-c3cccs3)no2)CC1
  3, -7, 7, -4, -1.1, 0, -1, 6, 4, 1
- Cc1cccc(NC(=O)c2cnc3sccn3c2=O)c1C
  1, -13, 1, 13, 0.1, -3, 1, -3, -5, -6
- COc1ccc(S(=O)(=O)CCC(=O)N2CCN(c3ccc(F)cc3)CC2)cc1
  -7, -4, 0, -4, 0.4, 2, 1, 3, 5, 6
- COc1ccc(C(=O)OCCN2CCCCC2)cc1
  -2, 5, 13, -1, 0.4, -1, -3, 2, -1, 0
- Cc1cc(C)n2ncc(S(=O)(=O)c3ccccc3)c2n1
  3, -31, -7, 2, 1.4, -14, -1, -11, -10, 2
- Cc1nn(-c2ccccn2)c2c1C(=O)CC(C)(C)C2N=[N+]=[N-] (stereo unspecified)
  0, -2, -3, -2, 0.5, -1, 2, 0, 15, 2
- CC(C)Oc1ccc(CN2CCC2(C)C(=O)Nc2ccc3c(c2)OCO3)cc1 (stereo unspecified)
  -1, 9, -13, -2, 0.5, 8, 5, 12*, -16, 3
- COc1ccc(S(=O)(=O)O/N=C2\CCSc3ccc(C)cc32)cc1
  -4, -11, 10, 1, -0.8, -4, -4, -2, -11, 7
- CC(=O)c1ccc(S(=O)(=O)N(C)CC(=O)Nc2cc(C)on2)cc1
  -2, -8, -1, 7, 0.2, 3, -2, 0, 8, -6
- COc1ccc(-c2cn3c(C)c(C(=O)N4CCN(c5ccc(F)cc5)CC4)sc3n2)cc1
  4, -4, 7, 4, -0.4, 1, -2, -4, 9, 0
- Cc1ccccc1NC(=O)C(NC1CCCCC1)C(C)C (stereo unspecified)
  1, 5, -4, 4, -0.3, -3, 0, -2, 2, 0
- Cc1cccc(NC(=O)c2nc[nH]c2C(=O)N[C@@H](C)C(=O)OCc2ccccc2)c1
  -6, 7, -10, 1, -1.3, 3, 2, 2, -4, 8
- O=C(CCN1N=C(c2ccccc2)CCC1=O)NCC1CCCO1 (stereo unspecified)
  4, 3, 6, -8, 0.0, -3, 2, 2, 8, -8
- COC(=O)C1(C)NC(c2ccc(F)cc2)C2C(=O)N(c3ccc(C)cc3)C(=O)C21 (stereo unspecified)
  -4, 8, -9, -4, 0.0, 0, 0, 0, -6, 5
- COc1ccc(OC)c(NC(=S)N2CCc3ccccc3C2)c1
  5, 1, 3, -1, -0.3, 1, 3, 0, -11, 6
- CCC(C)CNC(=O)CN1C(=O)C2CCCCN2C(=O)c2ccccc21 (stereo unspecified)
  7, -15, -10, 11, 0.6, -5, 1, -4, nt, nt
- COC(=O)c1ccccc1N1CCS(=O)(=O)CC1
  2, -4, 8, -4, -0.5, -5, 2, -4, 0, -4
- Cc1ccc(NCC(=O)N/N=C/c2cccc(Oc3ccccc3)c2)cc1
  5, 0, -1, -2, 0.0, 0, 2, 1, -1, 5
- CCN(CC(=O)Nc1ccc2c(c1)OCCO2)CC(=O)Nc1ccccc1C(F)(F)F
  6, -5, 19, 2, -0.7, -2, 3, 1, 3, -3
- CN(C(=O)CC1C(=O)NCCN1Cc1ccccc1C(F)(F)F)C1CCOCC1 (stereo unspecified)
  0, -48, 15, -8, -0.4, -16, 2, -27, 5, 1
- Cc1ccc(C(=O)Nc2c(C)n(C)n(-c3ccccc3)c2=O)cc1S(=O)(=O)N1CCCCC1
  7, -18, 0, 2, 0.3, -1, -2, 2, 7, 2
- O=C(COC(=O)/C=C/c1cccc(C(F)(F)F)c1)NC(=O)NCc1ccco1
  -3, 6, -1, 2, 0.4, 3, 4, -2, -2, 2
- O=c1[nH]c(CSc2ccccc2)nc2c1oc1ccccc12
  5, 0, 2, -3, -0.1, -1, 1, 2, -4, 2
- O=C(Nc1nnc(COc2ccccc2)s1)c1ccco1
  6, -6, -12, 8, -0.1, -2, -1, -6, -1, 14
- O=C(CSc1nnc(-c2ccccn2)n1Cc1ccco1)c1ccccc1
  -2, -1, -10, -9, -0.1, 2, 1, 6, 8, -12
- CC(C)c1ccccc1
  -6, -4, 0, 3, 0.3, -1, 1, 2, -2, 5
- Cc1ccc(NC(=O)N2CCOCC2)cc1NC(=O)N1CCOCC1
  4, -21, -2, 7, 0.1, -6, -2, -6, -5, -11
- CN=C1SC(CC(=O)Nc2ccc(N3CCOCC3)cc2)C(=O)N1C (stereo unspecified)
  -8, -7, 2, -3, -0.1, 0, -2, 4, 11, -5
- O=C(Nc1ccc(Cl)c(S(=O)(=O)N2CCCCC2)c1)C1=COCCO1
  2, -3, 6, 5, 0.0, 0, 2, 2, 5, 11
- O=C(NN1C(=O)c2ccccc2NC1c1ccoc1)c1ccccc1 (stereo unspecified)
  0, -128, 0, -4, 4.1, -42, -7, -59, -11, -2
- Cc1c(Nc2nc(-c3cccc([N+](=O)[O-])c3)cs2)c(=O)n(-c2ccccc2)n1C
  0, -2, 1, 2, 0.0, -1, -4, 1, -2, 12
- CC1=NOC(=O)/C1=C\c1ccc2c(c1)OCO2
  2, -2, 11, 6, 0.8, 0, 8, 1, -1, -19
- CC(C)Sc1nnc([C@H](C)NC(=O)OC(C)(C)C)o1
  2, 1, 6, -4, -0.5, -2, 0, 1, 4, -5
- CCOc1ccc(OCCCN(C)C)cc1
  -4, -4, 3, -10, 0.3, 2, 0, 3, -1, -3
- CC(C)NS(=O)(=O)c1ccc(OCC(=O)Nc2ccc3c(c2)OCO3)c(Cl)c1
  -7, 10, -3, 6, 0.1, -2, 1, 1, 6, -12
- COc1ccc(N(CC(=O)NC(C)c2ccccc2)S(=O)(=O)c2ccc(C)cc2)cc1 (stereo unspecified)
  2, 6, 5, 0, 0.3, 1, -3, 1, 7, 7

Source: PubChem
